D3 ag = qHTS of D3 Dopamine Receptor Agonist: qHTS; max activation, %; D(3) dopamine receptor (Homo sapiens), P35462; AID 652048, 2013; actives 0.58% (n = 410,000); D3R DiscoveRx beta-arrestin cells, luminescence, 90 min; in the data active = max activation above about 30%; also: 0% is about no effect; mostly tested at two doses, the higher about 12 µM
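Agonist mode: compounds and dopamine controls were applied to plated cells for 90 min at 37 degrees C after an overnight attachment at 1500 cells/well. Luminescent read-out followed 30 - 60 minutes at room temperature with DiscoveRx detection reagent.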
PLK1 PBD block = qHTS for Inhibitors of PLK1-PDB (polo-like kinase 1 - polo-box domain): Primary Screen. AID 720504, 2013. Plk1 PBD binding of FITC phosphopeptide, fluorescence polarization. Serine/threonine-protein kinase PLK1 (Homo sapiens), P53350. actives 2.8% (n = 360,000). Potency, µM, for the others: max response, negative = inhibition, most hits filed as inhibitors; also: potency is read from the fitted curve at half-maximal effect; series mostly up to about 57 µM; % is scaled to controls: 0 for no effect and ±100 for the full control effect; nearly all actives have a fitted effect of over 65% in size
WRN helicase inh = qHTS for Inhibitors of WRN Helicase | Potency, µM (top dose mostly 114 µM), inactives show at the highest dose activity change, negative = inhibition, actives largely listed as inhibitors | WRN helicase unwinding, fluorescent forked duplex, kinetic | Bifunctional 3'-5' exonuclease/ATP-dependent helicase WRN (Homo sapiens), Q14191 | actives 0.46% (n = 360,000); also: potency is read from the fitted curve at half-maximal effect; % is scaled to controls: 0 for no effect and ±100 for the full control effect; nearly all actives have a fitted effect of over 55% in size
Target sequence (Q14191 whole entry, looked up): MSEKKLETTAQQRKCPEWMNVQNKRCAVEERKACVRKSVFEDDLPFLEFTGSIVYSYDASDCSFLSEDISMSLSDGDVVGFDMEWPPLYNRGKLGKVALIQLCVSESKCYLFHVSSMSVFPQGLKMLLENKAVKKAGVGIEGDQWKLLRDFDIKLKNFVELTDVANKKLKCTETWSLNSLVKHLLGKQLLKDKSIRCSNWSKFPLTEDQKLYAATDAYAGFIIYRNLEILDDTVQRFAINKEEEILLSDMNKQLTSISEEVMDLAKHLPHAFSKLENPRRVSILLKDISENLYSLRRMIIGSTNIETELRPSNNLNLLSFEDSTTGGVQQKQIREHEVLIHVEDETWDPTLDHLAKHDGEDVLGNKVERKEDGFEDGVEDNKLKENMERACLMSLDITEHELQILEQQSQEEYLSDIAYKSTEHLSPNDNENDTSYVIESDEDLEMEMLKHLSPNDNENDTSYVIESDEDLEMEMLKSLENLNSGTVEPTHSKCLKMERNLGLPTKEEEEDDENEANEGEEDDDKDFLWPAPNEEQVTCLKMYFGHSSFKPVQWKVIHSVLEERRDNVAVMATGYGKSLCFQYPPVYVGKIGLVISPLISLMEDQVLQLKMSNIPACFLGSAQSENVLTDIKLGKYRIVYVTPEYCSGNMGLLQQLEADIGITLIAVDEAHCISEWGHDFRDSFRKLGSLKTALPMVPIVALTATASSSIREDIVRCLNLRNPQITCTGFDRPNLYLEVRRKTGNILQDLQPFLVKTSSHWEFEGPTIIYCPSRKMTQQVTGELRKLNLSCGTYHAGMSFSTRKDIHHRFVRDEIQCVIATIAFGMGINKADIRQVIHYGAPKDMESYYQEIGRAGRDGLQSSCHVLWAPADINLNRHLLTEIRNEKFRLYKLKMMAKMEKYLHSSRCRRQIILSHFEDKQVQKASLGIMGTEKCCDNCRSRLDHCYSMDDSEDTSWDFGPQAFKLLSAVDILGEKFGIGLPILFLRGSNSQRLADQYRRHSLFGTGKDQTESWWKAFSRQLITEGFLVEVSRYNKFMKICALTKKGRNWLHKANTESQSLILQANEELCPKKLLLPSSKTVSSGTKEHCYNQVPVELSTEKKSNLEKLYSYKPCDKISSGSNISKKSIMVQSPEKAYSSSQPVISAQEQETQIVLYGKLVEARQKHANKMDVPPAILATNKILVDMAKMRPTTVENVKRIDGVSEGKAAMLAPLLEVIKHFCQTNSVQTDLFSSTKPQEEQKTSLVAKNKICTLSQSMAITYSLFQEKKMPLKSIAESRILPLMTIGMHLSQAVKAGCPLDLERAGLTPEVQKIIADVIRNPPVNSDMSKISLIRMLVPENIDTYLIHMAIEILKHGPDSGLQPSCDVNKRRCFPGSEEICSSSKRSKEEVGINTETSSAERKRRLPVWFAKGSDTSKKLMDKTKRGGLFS
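WRN at 20 nM final preincubated with compound 15 min at room temperature; reaction started with 100 nM fluorophore/quencher forked duplex oligonucleotide and 2 mM ATP final. Unwinding followed kinetically by red fluorescence (ex 525, em 598 nm).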
GLP-1R inv ag = qHTS of GLP-1 Receptor Inverse Agonists (Inhibition Mode); Potency, µM (titrated, usually from 38.3 µM), inactives show top-dose activity change, negative = inhibition, usual class: inhibitors; HEK293 GLP-1R CRE-luciferase, luminescence, 24 h; GLP-1R form is constitutively active; actives 1.6% (n = 410,000); also: potency is read from the fitted curve at half-maximal effect; % is scaled to controls: 0 for no effect and ±100 for the full control effect; nearly all actives have a fitted effect of over 55% in size
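HEK293 cells stably co-expressing a cAMP-responsive luciferase reporter and constitutively active GLP-1R were seeded, incubated 12 h, then exposed to compounds for 24 h at 37 C. Luminescence was read 12 min after detection reagent; inverse agonists lower signal.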
GLP1R cytotox = qHTS of GLP-1 Receptor Inverse Agonists: Cytotox Screen | HEK293 cAMP-luciferase reporter cells, luminescence, 24 h | Potency, µM (doses to about 38.3 µM), for the others: top-dose activity change, negative = inhibition, actives largely listed as inhibitors | actives 0.13% (n = 410,000) | AID 624418, 2012;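 also: loss of luciferase light is scored as toxicity; potency is read from the fitted curve at half-maximal effect; % is scaled to controls: 0 for no effect and ±100 for the full control effect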
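MLSMR compounds, 24 hr on cells at 37 deg C/5% CO2; luminescence after luciferase reagent (12 min RT). Inhibition counted as the undesired cytotoxic outcome.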
GLP1R ag = qHTS of GLP-1 Receptor Agonists; Glucagon-like peptide 1 receptor (Homo sapiens), P43220; HEK293 GLP-1R CRE-luciferase, luminescence, 4-6 h; cells express a hypersensitive GLP-1R form; Potency, µM (top dose mostly 45.6 µM), without a hit: at the top dose activation, most hits filed as activators; actives 0.007% (n = 380,000); AID 624172, 2012; also: potency is read from the fitted curve at half-maximal effect; % of control where 0% means no effect
PI5P4K alpha inh = qHTS for Inhibitors of phosphatidylinositol 5-phosphate 4-kinase (PI5P4K); PI5P4Kalpha enzyme, ADP-Glo luminescence, 60 min; active compounds read low; max response, %; actives 1.2% (n = 330,000); AID 652105, 2013; active = max response of -50% or lower; inconclusive = between -30% and -50%; inactive = -30% or higher; also: value at the top dose of about 77 µM; % is scaled to controls: 0 for no effect and ±100 for the full control effect
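ADP-Glo luminescence end-point after a 60 min room-temperature kinase reaction. PI5P4Kalpha and substrate in HEPES pH 7.4 buffer with EGTA, 0.1% CHAPS and 5% DMSO; ATP at 5 microM final.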
D3 antag = qHTS of D3 Dopamine Receptor Antagonist: qHTS | D(3) dopamine receptor (Homo sapiens), P35462 | D3R cells, DiscoveRx beta-arrestin luminescence, antagonist mode; active compounds read low | max response, negative = inhibition, % | actives 2.5% (n = 360,000) | AID 652054, 2013; in the data active = max response below about -50%; inconclusive = no clear call, values can overlap the other calls; also: % is scaled to controls: 0 for no effect and ±100 for the full control effect; mostly tested at two doses, the higher about 12 µM
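Cells plated overnight at 1500 cells/well, then exposed to library compounds with dopamine controls for 90 minutes at 37 degrees C. DiscoveRx reagent added for 30–60 minutes at room temperature; luminescence read, quantitative HTS format.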
IL-2 act = qHTS of IL-2 Activators; AID 652025, 2013; activation, % (series mostly up to about 46 µM); actives 0.065% (n = 360,000); IL-2 activation reporter assay, cell-based qHTS; stimulated with anti-CD3/CD4/CD28 beads; in transgenic mouse T cells; in the data active = activation above about 50%; inconclusive = mostly about 30% to 49%; also: 0% is about no effect
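Readout: EGFP and DsRed signals by fluorescent plate cytometry. Unstimulated transgenic mouse T cells received compound 60 min before antibody-bead stimulation, then incubated 18 h at 37 degrees C.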
* hit, by the source's call; ? = inconclusive; . = not tested or not shown; [ ] = another dose, or the depositor's remark. Unless noted, calls follow the shape of the dose curve; as a rule, active = well fitted curve in the direction sought with a large enough effect; inconclusive = small, poorly fitted or top-dose-only effect, or another doubt; inactive = no such curve, though single readings can be large; an effect the other way counts as inactive or inconclusive. An unsorted share of the library, and some 7.8% of all compounds hit somewhere here.

Below each SMILES: D3 ag, PLK1 PBD block, WRN helicase inh, GLP-1R inv ag, GLP1R cytotox, GLP1R ag, PI5P4K alpha inh, D3 antag, IL-2 act
CNC(=O)C1(c2ccccc2)CCCCC1
 : 10, -3%, -3%, 40%[activator], 12%, -8%, 3, 11, 4.4
COc1ccc(S(=O)(=O)N2CCOCC2)cc1NC(=O)C1CCN(S(=O)(=O)c2ccc(Cl)cc2)CC1
 : 4, 6%, -11%, 14%, 17%, 18%, -9, 16, -0.2
Cc1cccn2c(=O)c(C=O)c(N3CCN(c4ccc(F)cc4)CC3)nc12
 : 0, -9%, -6%, 14%, 0%, 2%, -1, 20, 0.9
CC(=O)c1ccc(OCc2cccc(C(F)(F)F)c2)cc1O
 : -4, 1%, -20%, ?, -4%, 9%, 37, -5, -4.1
O=Cc1ccccc1OCc1ccc2c(c1)OCO2
 : -9, -17%, -10%, ?, -26%, 11%, -30, -19, 0.0
CN1CCN(S(=O)(=O)c2ccc3[nH]cc(C(=O)O)c(=O)c3c2)CC1
 : 6, 0%, 7%, -1%, 2%, -10%, ., -13, -1.6
CC(C)CC1OC(C)Cc2[nH][nH]c(=O)c21 (stereo unspecified)
 : -5, -24%, -9%, 0%, 0%, 2%, 1, 2, 0.5
CC(NC(=O)CN(C)Cc1cccc(Cl)c1)c1ccccc1 (stereo unspecified)
 : -2, 2%, -13%, -30%, 3%, 10%, -1, -8, -1.7
CCOC(=O)c1c(C)[nH]c(C(=O)COC(=O)c2cc(C)oc2C)c1C
 : 0, -9%, -2%, 11%, -23%, 8%, 5, -1, -0.7
CCC(c1nnc(SCC(=O)Nc2ccc(C(=O)N(C)C)cc2)n1Cc1ccccc1)N(C)C (stereo unspecified)
 : -7, -8%, -20%, -5%, -17%, -4%, 13, 0, -4.4
CC(C)OC(=O)c1c(NS(=O)(=O)c2ccccc2)sc2c1CCCC2
 : -2, 2.7µM*, ?, ?, -5%, 0%, -63*, -89*, 0.1
CN(C(=O)c1cccc(NC(=O)Cc2ccc(NC(=O)C3CCN(C(=O)c4ccccc4)CC3)cc2)c1)C1CCCCC1
 : 3, -9%, 0%, -25%, -21%, 9%, 4, 41, -0.5
O=C(O)c1cccc(N/N=C/c2cccc3ccccc23)c1
 : 2, ?, -35%, -16%, 2%, -3%, -2, 1, 0.2
Cc1ccc(C(=O)NC(=S)Nc2cc(C(F)(F)F)ccc2Cl)cc1
 : -17, -8%, 2%, 2%, -6%, -21%, 5, -15, 0.7
CC(=O)c1ccc(Nc2nc(C(N)COCc3ccccc3)cs2)cc1 (stereo unspecified)
 : 1, 3%, -5%, -19%, -7%, -5%, 6, 12, -0.4
COc1ccc(-c2nn(Cc3ccccc3)cc2C(=O)N2CCN(c3ncccn3)CC2)cc1OC
 : 1, -5%, 1%, 7%, -22%, 2%, -4, 7, 1.9
Cc1ccc(S(=O)(=O)NC(CC(=O)n2nc(C)cc2C)c2ccccc2)cc1 (stereo unspecified)
 : 4, 3%, -13%, ?, -12%, 1%, 0, 1, -0.6
O=C(Nc1ccccc1N1CCCCC1)C1=COCCO1
 : 0, 0%, -4%, ?, 7%, 17%, -2, 3, 0.1
CC1(C(=O)NCc2ccccc2Br)CCN1Cc1ccccc1OC(F)F (stereo unspecified)
 : 13, -5%, -11%, ?, 2%, 11%, 5, 5, -0.6
COc1cc(/C=N\N=C2/SC(CC(=O)O)C(=O)N2c2ccc(O)cc2)ccc1O (stereo unspecified)
 : -7, -1%, -14%, 5%, 5%, -1%, ., 8, 1.7
COc1ccc(C(=O)CSc2nnc(CNC(=O)c3ccc(OC)c(OC)c3)n2C)cc1
 : 3, -2%, 3%, -9%, -17%, 7%, -20, -28, 0.1
CC(C)(C)C(=O)Nc1ccccc1C(=O)Nc1cccnc1
 : 7, -2%, -3%, 1%, -4%, 0%, 2, -3, -0.7
O=C(NC1CCCCC1)c1cccnc1C(=O)O
 : 5, -6%, 2%, -2%, -3%, -6%, ., 10, -2.5
CCOC(=O)C1=C(N)Oc2cc(C)n(CCc3ccc(OC)c(OC)c3)c(=O)c2C1c1cccnc1 (stereo unspecified)
 : 2, 0%, -10%, 112%[activator], -11%, ?, 1, -19, -0.3
CCN1c2ccccc2N(C)C1(C)c1ccccc1 (stereo unspecified)
 : -9, 1.7µM*, ?, ?, 5%[1.53 µM], -24%, -14, 0, 3.9
N#CC(c1ccccc1)C(CC(=O)c1ccccc1)c1ccccc1 (stereo unspecified)
 : 3, 3%, -9%, ?, 15%, 30%, 0, 38, -3.2
C=CCc1cc(Cl)ccc1OCCOCCNC(C)CC (stereo unspecified)
 : -16, 2%, -5%, -14%[7.66 µM], 8%[7.66 µM], -4%, 12, ?, -0.8
Cc1ccccc1CN1CCN(C/C=C/c2ccccc2)CC1
 : -41, -4%, -8%, ?, -20%, 0%, ., -192*, -1.9
Cc1cc(C)c(NC(=O)C2CCC(=O)N2)c(C)c1 (stereo unspecified)
 : 0, 7%, -2%, 25%, 16%, 4%, -3, 2, 0.7
Cc1cc(NC(=O)COC(=O)c2ccccc2NCCO)no1
 : -9, 3%, -6%, 14%, 14%, 0%, 9, -11, -2.6
Cc1ncc(CSc2nc3ccccc3[nH]2)c(N)n1
 : 5, -1%, 11%, 2%, -5%, 0%, ., 35, -3.6
O=C(NCCc1ccccc1)Nc1cccc(Cl)c1
 : -2, 1%, -3%, ?, ?, 0%, -5, 11, -0.3
Cc1ccc2c(c1)C(c1ccc(F)cc1)N(C(=O)c1ccccc1Br)CC(=O)N2 (stereo unspecified)
 : 2, -2%, 2%, ?, -8%, 6%, 7, 31, -0.5
COc1ccccc1/C=C1\SC(=S)N(CCC(=O)NCCc2ccc(O)cc2)C1=O
 : 4, -16%, -11%, ?, -25%, -3%, 0, -13, -2.1
CCOc1cc(/C=C2/C(=O)N(c3ccccc3)N=C2C)ccc1OC(=O)c1ccco1
 : 1, 1.5µM*, ?, 0%, 24%, -11%, ., 22, -1.7
COc1ccc(-n2cnc3scc(-c4ccccc4)c3c2=O)cc1
 : -3, -6%, -21%[57.1 µM], ?, 19%, 10%, 1, -16, -3.6
CC(C)(C)C(=O)NC(=S)Nc1cc(C(=O)O)ccc1Cl
 : 2, -24%, 4%, 11%, 5%, -13%, 3, -6, -3.4
CCc1ccccc1N1CC(C(=O)N2Cc3ccccc3CC2C(N)=O)CC1=O (stereo unspecified)
 : -4, 2%, 6%, 19%, 5%, -3%, -2, -1, 0.3
COc1ccc(CCNC(=O)C2CCN(Cc3nc(-c4ccccc4F)oc3C)CC2)cc1OC
 : -32, -7%, 13%, -16%, 3%, 19%, ., -10, -3.1
O=S1(=O)CC2NC(=S)N(c3cccc(Br)c3)C2C1 (stereo unspecified)
 : 0, 1%, -6%, 8%, 0%, -2%, 0, -1, 0.1
Cc1ccc(NC(=O)c2cc([N+](=O)[O-])ccc2N2CCCC2)cc1
 : -1, -7%, -4%, 13%, -17%, 16%, -1, -13, -2.7
Cc1ccc(Cl)cc1NC(=O)CN1C(=O)NC(C)(C2CC2)C1=O (stereo unspecified)
 : -21, -11%, -1%, -13%, -3%, -7%, 0, 0, 0.4
O=C(Nc1cccc(F)c1)C1CC(=O)N(c2ccc(Cl)cc2)C1 (stereo unspecified)
 : -1, ?, 1%, ?, -11%, -5%, 5, -21, -0.3
COc1cc(/C=C2\SC(=O)N(c3ccc(Cl)cc3)C2=O)cc([N+](=O)[O-])c1O
 : -22, ?, ?, 16%, -20%, -5%, -51*, -70*, -2.5
Cc1nc(C(=O)Nc2cc(Cl)ccc2Cl)nn1-c1cc(OC(C)C)c(Cl)cc1Cl
 : 5, 2%, 0%, -4%, 2%, -13%, -3, 6, -2.6
CC(=O)N(CCN1CCOCC1)Cc1cc2cc3c(cc2nc1Cl)OCO3
 : 1, -1%, 3%, 5%, 2%, -1%, -4, 14, -3.5
COc1ccccc1NC(=O)N1c2ccccc2NC(=O)CC1C (stereo unspecified)
 : 8, -4%, -17%, 7%, 0%, 13%, 2, -1, 0.0
O=C(Nc1nccs1)c1ccc2c(c1)C(=O)N(Cc1cccnc1)C2=O
 : 8, -3%, -15%, 18%, 9%, -7%, -1, 13, -4.8
CCN(CC)CCNC(=O)Cc1nn(Cc2ccccc2)c(=O)c2ccccc12
 : -9, 7%, 1%, ?, -3%, 3%, 9, -4, 0.4
COC(=O)c1ccc2c(=O)n(CCCCCC(=O)NCc3ccccn3)c(=O)[nH]c2c1
 : 1, -7%, 3%, 7%, -2%, -7%, ., 18, -0.5
O=C(Nc1ccccc1C(F)(F)F)NC1CCCCC1
 : 23, -3%, -12%, -6%, 10%, 7%, ., -16, -1.2
COc1ccc(/C=C2\SC(=O)N(CC(=O)NNC(=O)c3ccccc3O)C2=O)cc1
 : 12, ?, -3%, -10%, 5%, 1%, -7, 45, -3.9
Cc1ccc(C(=O)CSc2nc(-c3ccccc3)nc3c2CCCC3)cc1
 : 1, ., ., -9%, -7%, -4%, ., ., .
CCN1CCN(C(=O)CS(=O)(=O)Cc2nc(-c3ccccc3C)oc2C)CC1
 : -16, -18%, -2%, 0%, -2%, 0%, -4, 0, 0.8
Nc1cc(N)nc(CS)n1
 : 2, -3%, 6%, 27%, -1%, 3%, 1, 4, -2.7

In the list so far, these have a tert-butyl group.
Below each SMILES: D3 ag, PLK1 PBD block, WRN helicase inh, GLP-1R inv ag, GLP1R cytotox, GLP1R ag, PI5P4K alpha inh, D3 antag, IL-2 act
CC(C)(C)C(=O)Nc1ccccc1C(=O)Nc1cccnc1
 : 7, -2%, -3%, 1%, -4%, 0%, 2, -3, -0.7
CC(C)(C)C(=O)NC(=S)Nc1cc(C(=O)O)ccc1Cl
 : 2, -24%, 4%, 11%, 5%, -13%, 3, -6, -3.4
